SW480 rerep = DNA re-replication induction in SW480 cells | Potency, µM (top dose mostly 46.1 µM), inactives show top-dose re-replication activation, usual class: activators | SW480 DNA re-replication, Hoechst DNA content imaging, 48 h | 340,000 compounds, 1.8% hits; note: potency is the fitted concentration of half-maximal effect; % of control where 0% means no effect; nearly all actives have a fitted effect of over 55% in size
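DNA re-replication was detected as more nuclei of elevated Hoechst intensity after 48 hr exposure to compound (23 nL pinned per well of 250 cells).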
MCF10A rerep = DNA re-replication induction in MCF 10a cells | MCF 10A DNA re-replication, Hoechst nuclear intensity, 48 h | Potency, µM (titrated, usually from 46.1 µM), without a hit: top-dose activity, positive = re-replication, hits mostly activators | AID 624296 | 350,000 compounds, 2.9% hits; note: potency is the fitted concentration of half-maximal effect; % of control where 0% means no effect; nearly all actives have a fitted effect of over 50% in size
IL1B secr inh = blocks inflammasome-driven IL-1 beta release; THP-1 LPS/ATP IL-1B secretion, AlphaLISA, 16 h; active compounds read low; 360,000 compounds, 4.7% hits; AID 743279; activity change, % at 57.5 µM; in the data active = activity change below about -50%; inconclusive = mostly about -30% to -49%; note: % is set by controls: 0 for no effect and ±100 for the full control effect
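Secreted IL-1B measured by AlphaLISA bead assay after 16 h compound exposure of THP-1 cells; compounds (final up to 57.5 uM) added 1 h before LPS (250 ng/mL) and ATP (1.25 mM) stimulation; lower signal means less secretion.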
S2 tox = viability counter-screen for ATXN expression inhibitors; S2 cells (HEK-293 line with an ATXN2-luciferase reporter) viability, CellTiter-Fluor protease fluorescence, 24 h; Potency, µM (series often up to 56.7 µM), hits mostly cytotoxic; AID 651635; 400,000 compounds, 0.49% hits; note: potency is the fitted concentration of half-maximal effect; nearly all actives have a fitted effect of over 40% in size
HT1080 IDH1KD tx = kills HT-1080 cells with IDH1 knockdown; HT-1080 IDH1 knockdown viability, ATP luminescence, 48 h; Potency, µM (doses to about 46.1 µM), inactives show at the highest dose activity, negative = toxicity, usual class: cytotoxic; 360,000 compounds, 2% hits;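 note: potency is the fitted concentration of half-maximal effect; 0% = DMSO wells and -100% = cell-free medium wells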
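% activity derives from luminescence (CellTiter-Glo), normalised to DMSO and no-cell wells. HT-1080-IDH1KD cells, 750/well, had 48 h compound exposure at 37 °C.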
KB-3-1 cytotox = KB-3-1 parental cell cytotoxicity; 400,000 compounds, 1.4% hits; Potency, µM (series often up to 46.1 µM), without a hit: at the highest dose activity change, negative = cytotoxic, usual class: cytotoxic; AID 1347075; KB-3-1 viability, CellTiter-Glo ATP luminescence, 72 h; note: potency is the fitted concentration of half-maximal effect; % is set by controls: 0 for no effect and ±100 for the full control effect; nearly all actives have a fitted effect of over 60% in size
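Parental KB-3-1 viability, qHTS format: 72 h compound exposure, 37 °C; CellTiter-Glo; media-only wells and DMSO plates as controls; concentration-effect fits on corrected data.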
ATXN2 expr inh = reduces ATXN2 reporter expression in HEK-293 cells | AID 1745845 | HEK-293 ATXN2-luciferase reporter, luminescence, 24 h | Potency, µM (highest dose often 57 µM), inactives show at the highest dose activity change, negative = inhibition, most hits filed as inhibitors | 360,000 compounds, 0.72% hits; note: potency is the fitted concentration of half-maximal effect; % is set by controls: 0 for no effect and ±100 for the full control effect; nearly all actives have a fitted effect of over 55% in size
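qHTS (up to 57 uM final) was run with 24 h compound exposure of reporter cells at 37 °C. Each well was multiplexed: SteadyGlo luminescence measured ATXN2-luciferase expression after a fluorogenic Gly-Phe-AFC viability readout (25 uM final).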
HepG2 viability = HepG2 cytotoxicity, counter-screen for TGF-b inhibitors. Potency, µM (titrated, usually from 46.1 µM), inactives show at the top dose activity change, negative = cytotoxicity, most hits filed as cytotoxic. HepG2 CAGA-GFP viability, ATP luminescence, 18 h. 410,000 compounds, 0.76% hits; note: potency is the fitted concentration of half-maximal effect; some results filed as inactive show a strong effect at the top dose
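HepG2 CAGA-GFP cells (1000/well, DMEM with 1% FBS) received compound, then TGF-beta at 500 pg/mL final, and were incubated 18 hours at 37 degrees C. Viability was read by CellTiter-Glo luminescence. Media-only wells were set as complete cell-killing and DMSO as no toxicity.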
HT1080NT lethal = kills 2HG-producing HT-1080-NT fibrosarcoma cells. HT-1080-NT fibrosarcoma viability, CellTiter-Glo ATP luminescence, 48 h. Potency, µM (doses to about 46.1 µM), without a hit: at the highest dose activity, negative = less viability, most hits filed as cytotoxic. 360,000 compounds, 1.6% hits;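 note: NT is the 2HG producing partner of a matched IDH1 knockdown line; potency is the fitted concentration of half-maximal effect; 0% = DMSO-treated cells and -100% = media-only wells without cells; nearly all actives have a fitted effect of over 55% in size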
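Toxicity toward the 2HG-producing NT line was scored as %Activity, normalised to DMSO and no-cell wells, from CellTiter-Glo luminescence after 48 hours' treatment.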
* marks the source's active call; other numbers are inactive results; i = inactive; ? = inconclusive; · = no result given; & = joins results of further samples; [ ] = another dose, or the depositor's remark. Unless noted, calls come from the whole dose curve; as a rule, active = well fitted curve in the direction sought with a large enough effect; inconclusive = small, poorly fitted or top-dose-only effect, or another doubt; inactive = no such curve, though single readings can be large; an effect the other way counts as inactive or inconclusive.

Each structure is followed by: SW480 rerep | MCF10A rerep | IL1B secr inh | S2 tox | HT1080 IDH1KD tx | KB-3-1 cytotox | ATXN2 expr inh | HepG2 viability | HT1080NT lethal
1: COc1cc(OC)cc(C(=O)NC(=S)Nc2ccc3c4c(cccc24)CC3)c1
 : 2% | 2% | -1 | i | 18% | -11% | -13% | -2% | 26%
2: O=C(CCS(=O)(=O)c1ccc(Cl)cc1)Nc1nc(-c2ccncc2)cs1
 : · | ? | ? | i | 0% | 0% | · | -28% | -11%
3: CCn1c(SCc2nc3ccccc3[nH]2)nnc1-c1cnccn1
 : -11% | 14% | -8 | i | 6% | ? | 33%[activator] | -1% | -5%
4: COc1ccc2c(c1)c1c(c(=O)n(Cc3ccccc3)c(=O)n1Cc1ccccc1)n2C
 : · | · | · | ? | · | -8% | -6% | 8% | ·
5: COc1ccc(OC)c(NC(=S)NCCCN2CCOCC2)c1
 : -12% | 15% | 9 | i | 5% | 3% | -9% | -25% | 7%
6: Cc1nc(N)nc(-c2ccccc2O)n1
 : -2% | 7% | -23 | i | -8% | 21% | 17% | -3% | -1%
7: COc1ccc(-c2noc(CN(C)C(=O)c3ccco3)n2)cc1
 : -4% | 2% | 10 | i | -1% | -11% | 28% | 8% | -1%
8: CCCCn1c(N)c(N(CC(C)C)C(=O)C2=NN(c3cc(C)ccc3C)C(=O)CC2)c(=O)[nH]c1=O
 : 15% | 2% | 6 | i | -7% | ? | 2% | -17% | -9%
9: Cc1cc(Cl)c(C)c(S(=O)(=O)Oc2ccccc2NC(=O)CCC(=O)O)c1Cl
 : -9% | -3% | -13 | i | -1% | 0% | 1% | 4% | -2%
10: COc1ccc(NS(=O)(=O)c2cc(C)ccc2NC(=O)c2cc(C)oc2C)cc1
 : 0.73µM* | 0.65µM* | 55 | i | 0.92µM* | 0.041µM* | -1% | 1% | 0.58µM*
11: CN(C(=S)Nc1ccc(Oc2ccccc2)cc1)c1ccc(O)cc1
 : 7% | ? | -73* | i | -13% | -4% | -11% | 4% | -6%
12: Cc1ccc(SCCC(=O)NCc2ccco2)cc1
 : 0% | 1% | 3 | i | 12% | 4% | -19% | 2% | 14%
13: CC(=O)Nc1ccc(C2C(=O)c3ccccc3C2=O)cc1
 : -10% | 1% | -19 | i | 5% | ? | 38% | -12% | -3%
14: Cc1cc(C)nc(SCCn2c(N(C)Cc3ccccc3)nc3c2c(=O)n(C)c(=O)n3C)n1
 : -7% | 12% | 20 | i | 3% | 2% | 5% | 4% | 16%
15: Brc1ccc2ncnc(NCc3ccco3)c2c1
 : 7% | ? | -9 | i | -17% | ? | -19% | -22% | -7%
16: CCN(CC)CCNC(=O)CCn1c(=S)[nH]c2cc3c(cc2c1=O)OCO3
 : -15% | -7% | ? | i | 1% | 16% | -14% | -7% | -1%
17: O=C(NCC(c1cccs1)N1CCOCC1)c1cn(-c2ccccc2)nc1-c1ccc(Cl)cc1 (stereo not given)
 : ? | 13% | ? | i | -29% | ? | ? | 6% | -16%
18: CC(=O)c1ccc(OC2(C)CCN(Cc3ccc4ccccc4c3)C2)cc1 (stereo not given)
 : · | · | -9 | i | -9% | -2% | -15% | -30% | -9%
19: Cn1cnc([N+](=O)[O-])c1SCC(=O)NN
 : -7% | ? | -12 | i | -1% | 3% | · | -1% | 7%
20: CCOC(=O)C(C)C(C)=O (stereo not given)
 : 23% | 9% | ? | ? | 58µM* | ? | 0% | 7% | ?
21: COc1ccccc1CNS(=O)(=O)CC12CCC(CC1=O)C2(C)C (stereo not given)
 : -11% | -1% | -4 | i | 12% | 8% | -16% | -3% | 7%
22: Cc1cc2c(NCc3ccccc3)ncnc2s1
 : 1% | -2% | ? | i | ? | ? | -24% | -10% | -9%
23: Cc1ccc(S(=O)(=O)N(Cc2ccc(F)cc2)C(=O)N2CCN(C)CC2)cc1
 : -8% | ? | 6 | ? | 21% | ? | -1% | -11% | 12%
24: Cc1ccccc1OCC(O)Cn1c(NCc2ccccc2)nc2c1c(=O)[nH]c(=O)n2C (stereo not given)
 : -2% | 6% | 36 | ? | ? | -2% | -29% | -2% | ?
25: C=C(C)CN1C(=O)C2(OCCO2)c2ccccc21
 : -16% | -2% | 10 | i | 13% | 0% | 2% | -1% | 18%
26: O=C(C1COc2ccccc2O1)N1CCN(c2ccccc2)CC1 (stereo not given)
 : -5%[9.22 µM] | -13% | 2 | i | 3% | 0% | 8% | -13% | 2%
27: CCOC(=O)CSc1ncnc2c1cnn2-c1ccc(C)cc1
 : -1% | 9% | 8 | i | -10% | 1% | -20% | 3% | 3%
28: CC(C)c1ccc(NC(=O)CCC(=O)NCc2ccco2)cc1
 : -6% | 12% | 5 | i | ? | 8% | -7% | 13% | ?
29: CCCc1nnc(NC(=O)CCC(=O)N2CCCCC2)s1
 : -18% | -3% | 12 | ? | 14% | 2% | · | -19% | 9%
30: O=C(O)c1cccc2c1C(=O)c1ccc(-c3ccc(OC(F)(F)F)cc3)cc1S2(=O)=O
 : -8% | 18% | -1 | i | -8% | 1% | 7% | 18% | -5%

The list goes on; it opens with the 3 that closed the last part.
Each structure is followed by: SW480 rerep | MCF10A rerep | IL1B secr inh | S2 tox | HT1080 IDH1KD tx | KB-3-1 cytotox | ATXN2 expr inh | HepG2 viability | HT1080NT lethal
28: CC(C)c1ccc(NC(=O)CCC(=O)NCc2ccco2)cc1
 : -6% | 12% | 5 | i | ? | 8% | -7% | 13% | ?
29: CCCc1nnc(NC(=O)CCC(=O)N2CCCCC2)s1
 : -18% | -3% | 12 | ? | 14% | 2% | · | -19% | 9%
30: O=C(O)c1cccc2c1C(=O)c1ccc(-c3ccc(OC(F)(F)F)cc3)cc1S2(=O)=O
 : -8% | 18% | -1 | i | -8% | 1% | 7% | 18% | -5%
31: COc1cccc(C(=O)Oc2c(Br)cc(Br)cc2/C=N/NC(=O)c2cc(C)[nH]n2)c1
 : -2% | ? | 86 | · | ? | 2% | · | -15% | ?
32: CCCc1nc2sc3c(SCC(=O)NCc4ccco4)ncnc3c2c2c1CCC2
 : 15µM* | 9.2µM* | -6 | ? | -3% | ? | -31% | -48% | -7%
33: Cc1ccc(S(=O)(=O)N2CCN(C(=O)C(C)Cn3nc(C)c(C)c3C)CC2)cc1 (stereo not given)
 : -1% | -3% | 15 | i | 11% | 13% | -10% | -1% | 21%
34: O=C(Nc1ccc(NC(=O)c2cccs2)cc1)c1ccccc1
 : ? | -1% | ? | i | -8% | -4% | -5% | -9% | 2%
35: COc1ccc(S(=O)(=O)NCCc2csc(-c3ccc(F)cc3)n2)cc1
 : · | · | · | ? | · | ? | ? | -15% | ·
36: O=C(O)C1=C[C@@H](C2CC2)C[C@@H](OCCCCO)O1
 : -11% | 10% | 0 | i | 15% | 0% | 9% | -12% | 0%
37: O=S(=O)(NC1CCCCC1N1CCC(O)CC1)c1ccccc1 (stereo not given)
 : -1% | -10% | -4 | i | 8% | 3% | 12% | 3% | 8%
38: COc1ccccc1CNC(=O)c1n[nH]c2ccccc12
 : -7% | 17% | -4 | i | -11% | -3% | 26% | -5% | 8%
39: CC1=C(C(=O)Nc2ccccc2C)C(c2ccc(C)o2)n2c(s/c(=C/c3ccccc3)c2=O)=N1 (stereo not given)
 : 4% | -21% | -5 | i | 18% | 9% | -12% | -2% | 15%
40: Cc1nc(SC(C)C(=O)NC2CCCC2)c2ccccc2n1 (stereo not given)
 : -10% | 19% | -20 | i | -15% | 4% | · | 0% | -16%
41: CCOC(=O)c1c(N)sc2c1CCN(CCc1ccccc1)C2
 : ? | 0% | 5 | i | -3% | -2% | · | 0% | -1%
42: CC(=O)N1c2ccc(S(=O)(=O)N3CCCC(C(=O)Nc4ccc(F)cc4)C3)cc2CC1C (stereo not given)
 : -7% | -1% | -5 | ? | -15% | 0% | -20% | -14% | -4%
43: Cn1c(SCC(=O)Nc2cccc(Br)c2)nnc1-c1cc2ccccc2o1
 : 20% | 5% | 70 | ? | 1% | -30% | ? | -1% | -4%
44: Cc1ccc(NC(=O)Nc2nnc(N(C)C3CCCCC3)s2)c(Cl)c1
 : · | · | · | i | · | -3% | 7% | 1% | ·
45: O=C(COC(=O)c1ccc(Br)o1)NCc1ccc(Cl)cc1
 : 2% | 0% | -11 | i | 14% | 7% | 5% | -16% | 6%
46: C=C(C)c1ccc(C(C)(C)NC(=O)N(Cc2ccccc2)Cc2ccco2)cc1
 : 3% | 4% | 0 | i | ? | 2% | -15% | -27% | -28%
47: C[C@@H]1C[C@H]2[C@@H]3CCC4=CC(=O)C=C[C@]4(C)[C@@]3(F)[C@@H](O)C[C@]2(C)[C@@]1(O)C(=O)CO
 : -47%&-3% | 3%&-4% | -10 | i | 2%&22% | 0%&0% | 12%&-9%&3% | 10%&-2% | ?
48: CCN(C(=O)COC(=O)Cn1c(C)csc1=O)c1c(N)n(Cc2ccccc2)c(=O)[nH]c1=O
 : 74% | ? | -15 | i | 4% | 2% | 3% | -1% | 14%
49: Cc1ccc(C(CC(=O)O)Nc2nc(N3CCOCC3)nc(N3CCOCC3)n2)cc1 (stereo not given)
 : 3%&-6% | -3%&-47% | 16 | i | 17% | 2% | 1% | -58% | 17%
50: Cc1cc(F)ccc1NCc1ccncc1
 : -2% | -4% | 22 | i | 10% | -5% | -11% | -3% | -2%
51: CC(c1ccco1)N(C(=O)C12CC3(C)CC(C)(CC(C)(C3)C1)C2)c1ccccn1 (stereo not given)
 : -2% | 7% | -13 | i | 0% | ? | -12% | -5% | 0%
52: COc1ccc(NC(=O)Cc2c[nH]c3ccccc23)cc1S(=O)(=O)N1CCCCC1
 : -9% | 7% | -20 | i | -1% | -13% | 1% | -15% | -8%
53: CC12CC3OC3CC1CCC1C2CCC2(C)C1CCC21OCCO1 (stereo not given)
 : 3% | ? | 0 | i | -1% | 1% | -6% | 6% | 5%
54: CC1CCCCC1NC(=O)C1CCN(S(=O)(=O)N2CCOCC2)CC1 (stereo not given)
 : -2% | 4% | -6 | i | 18% | -18% | -1% | -8% | 6%
